Screening results from PubChem.
B2AR arrestin – qHTS assay of beta-arrestin-biased ligands of beta2-adrenergic receptor; Beta-2 adrenergic receptor (Homo sapiens), P07550; beta-arrestin recruitment to beta2AR, cell-based reporter; Potency, µM (doses to about 46.1 µM), inactives show top-dose activation, most hits filed as activators; 330,000 compounds, 0.02% hits; AID 492947, 2010;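 further: potency means the concentration at half of the fitted maximal effect; 0% = DMSO controls and full agonism = EC100 isoproterenol or metaproterenol; nearly all actives have a fitted effect of over 65% in size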
Target sequence (P07550 whole entry, looked up): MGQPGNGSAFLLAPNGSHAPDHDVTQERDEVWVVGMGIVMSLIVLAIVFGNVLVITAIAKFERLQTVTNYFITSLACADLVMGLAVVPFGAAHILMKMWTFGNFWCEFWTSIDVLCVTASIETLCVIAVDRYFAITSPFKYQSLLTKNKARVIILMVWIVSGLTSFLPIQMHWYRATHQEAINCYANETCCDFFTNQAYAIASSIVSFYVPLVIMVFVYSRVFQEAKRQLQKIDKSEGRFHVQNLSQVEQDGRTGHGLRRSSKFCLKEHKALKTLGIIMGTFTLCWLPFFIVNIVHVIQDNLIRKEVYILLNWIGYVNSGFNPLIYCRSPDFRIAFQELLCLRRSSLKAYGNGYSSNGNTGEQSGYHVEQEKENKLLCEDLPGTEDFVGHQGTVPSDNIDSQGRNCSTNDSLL
Giardia killer – Small Molecules that selectively kill Giardia lamblia: qHTS | Giardia lamblia trophozoite viability | activity change, % at 7.66 µM, hits read low | 340,000 compounds, 0.15% hits; in the data active means activity change below about -80%; inconclusive means between about -30% and that limit;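 further: parasites exposed to compound for two days anaerobically before the ATP read; on the % scale 0 is the no-effect control and ±100 the full control effect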
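Luminescence from cellular ATP indicates surviving trophozoites (100 cells/well) following 48 hrs anaerobic compound treatment at 37 deg C; signal develops 15-30 min at room temperature.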
hERG WT inh – qHTS for Inhibitors of KCHN2 3.1: Wildtype qHTS | Voltage-gated inwardly rectifying potassium channel KCNH2 (Homo sapiens), Q12809 | U2OS, BacMam KCNH2, thallium flux FluxOr; stronger effect = lower value | activity change, % at 1.84 µM | 340,000 compounds, 0.37% hits | AID 720551, 2013;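 active means maximum activity change below -70%; inconclusive means maximum activity change between -70% and -50%; inactive means maximum activity change above -50%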; further: on the % scale 0 is the no-effect control and ±100 the full control effect
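U2OS cells were transduced with wild-type KCNH2 virus (2.03 x 10^8 / mL) for 4 h at room temperature, then cultured overnight at 37 C. Thallium flux was read with FluxOr dye. Rate constants were normalized to DMSO controls.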
PKM2 activator – qHTS Assay for Activators of Human Muscle isoform 2 Pyruvate Kinase | Potency, µM (highest dose often 57.5 µM), inactives show top-dose activation, most hits filed as activators | purified PKM2, Kinase-Glo ATP luminescence, activation; response scale: 0% is enzyme alone, no compound | 260,000 compounds, 0.34% hits; further: potency means the concentration at half of the fitted maximal effect; on the % scale 0 is the no-effect control and ±100 the full control effect; nearly all actives have a fitted effect of over 55% in size
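Purified hPK-M2 (>95% pure) converted ADP (0.1 mM final) to ATP with 0.5 mM PEP in 50 mM imidazole pH7.2, KCl, MgCl2, Tween 20, BSA; 1 h at room temperature. ATP detected by Kinase-Glo luminescence.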
Coupling enz – qHTS Assay for Inhibitors of Fructose-1,6-bisphosphate Aldolase from Giardia Lamblia: Coupling assay counterscreen. activity change, negative = inhibition, % at 58.2 µM, hits read low. AID 2472, 2010. 290,000 compounds, 0.67% hits. coupling enzyme system counterscreen, AmpLite Red fluorescence; in the data active means activity change below about -30%; further: on the % scale 0 is the no-effect control and ±100 the full control effect
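Fluorescence at 525 nm excitation and 598 nm emission measured inhibition of the coupled detection system without aldolase. Compounds (at 57.5 uM final) were preincubated 10 min at room temperature with coupling enzyme reagent before a 20 min substrate/AmpLite Red step.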
USP2a block – qHTS Assay for Inhibitors of Ubiquitin-specific Protease USP2a Using CHOP2 as the Reporter; Ubiquitin carboxyl-terminal hydrolase 2 (Homo sapiens), O75604; USP2 core, Ub-CHOP2 coupled fluorogenic reporter, 485/531; Potency, µM (doses to about 38.3 µM), without a hit: at the highest dose activity change, negative = inhibition, actives largely listed as inhibitors; 330,000 compounds, 0.01% hits;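 further: potency means the concentration at half of the fitted maximal effect; plate controls were DMSO wells for no effect and full inhibition by NEM control for full effect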
Target sequence (O75604 whole entry, looked up): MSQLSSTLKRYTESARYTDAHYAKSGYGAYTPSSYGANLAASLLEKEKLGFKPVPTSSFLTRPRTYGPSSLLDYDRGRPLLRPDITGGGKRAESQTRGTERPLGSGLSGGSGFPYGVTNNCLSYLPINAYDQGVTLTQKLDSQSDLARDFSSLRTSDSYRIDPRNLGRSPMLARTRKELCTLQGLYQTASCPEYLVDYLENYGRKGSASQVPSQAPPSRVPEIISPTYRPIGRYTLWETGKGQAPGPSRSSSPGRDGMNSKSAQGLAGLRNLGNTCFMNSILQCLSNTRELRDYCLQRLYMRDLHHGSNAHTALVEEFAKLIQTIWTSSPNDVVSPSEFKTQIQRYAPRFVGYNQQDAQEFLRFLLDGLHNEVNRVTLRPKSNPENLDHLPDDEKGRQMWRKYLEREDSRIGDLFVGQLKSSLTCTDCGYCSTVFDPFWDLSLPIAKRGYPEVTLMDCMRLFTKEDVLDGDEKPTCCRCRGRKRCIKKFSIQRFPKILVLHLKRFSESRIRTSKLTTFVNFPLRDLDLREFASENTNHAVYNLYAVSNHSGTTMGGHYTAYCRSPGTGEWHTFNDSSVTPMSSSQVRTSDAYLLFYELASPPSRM
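Cell-free coupled assay: 10nM USP2 core preincubated 30min RT with compound in Tris-HCl pH 8.0/CaCl2/CHAPS buffer, then 25nM Ub-CHOP2 and 25nM reporter substrate; fluorescence (Ex 485/Em 531) read after 60min RT, normalized to NEM inhibition, concentration-response curves fitted.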
Menin-MLL TR inh – qHTS Assay for Inhibitors Targeting the Menin-MLL Interaction in MLL Related Leukemias: Competition With Texas Red Labeled MLL-derived Mutant Peptide; O00255; Menin + Texas Red MLL mutant peptide, fluorescence polarization; Potency, µM (titrated, usually from 61.6 µM), without a hit: at the top dose FP activity change, negative = inhibition, usual class: inhibitors; 270,000 compounds, 0.23% hits; active means well fitted inhibition curve with a large enough effect in the polarisation, with a control signal flat, not every such curve was filed as active; inconclusive means small, poorly fitted or top-dose-only effect, or effect the other way, or a change in a side signal; inactive means no such curve, though single readings can be large or run the other way; the % refers to the polarisation; further: potency means the concentration at half of the fitted maximal effect; % of control where 0% means no effect; many of its hits are not listed in these tables
TRPV1 ag – HTS Assay for Compounds that Act as Agonists of the Vanilloid Receptor 1 | Transient receptor potential cation channel subfamily V member 1 (Homo sapiens), Q8NER1 | TRPV1-expressing cells, Fluo-8 calcium influx, agonist mode | activation, % at 8.33 µM | 320,000 compounds, 0.19% hits; in the data active means activation above about 80%; inconclusive means between about 30% and that limit; further: 0% is about no effect
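TRPV1-expressing cells were cultured overnight at 35.5C and loaded with Fluo-8 calcium dye for 40 to 90 min at room temperature. After a 10 s baseline, compound was added and calcium influx was read kinetically for 3 min (ex 480/em 520 nm).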
GALK inhibitor – qHTS Assay for Inhibitors of Human Galactokinase (GALK); Potency, µM (highest dose often 57.5 µM), for the others: at the top dose activity change, negative = inhibition, actives largely listed as inhibitors; AID 1868, 2009; P51570; Purified GALK, Kinase-Glo residual ATP luminescence; 270,000 compounds, 0.007% hits; further: potency means the concentration at half of the fitted maximal effect; on the % scale 0 is the no-effect control and ±100 the full control effect
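Quantitative HTS: GALK 5 nM, ATP 35 uM, galactose 100 uM, 1 h room temperature, then luciferase-based ATP detection.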
KCNH2 3.1 block – qHTS for Inhibitors of KCHN2 3.1: Mutant qHTS. U2OS KCNH2 3.1, thallium flux FluxOr; stronger effect = lower value. 340,000 compounds, 0.95% hits. activity change, % (tested at about 1.8 µM);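 active means maximum activity change below -70%; inconclusive means maximum activity change from -70% to -50%; inactive means maximum activity change above -50%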;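 further: thallium influx rate constant from kinetic fluorescence after stimulation buffer; on the % scale 0 is the no-effect control and ±100 the full control effect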
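Thallium flux read-out: FluxOr dye with Red40 quencher in HBSS/HEPES, 45 min at RT. Rate constants from kinetic reads were normalized to positive and negative DMSO controls. Cells: U2OS virally expressing the 3.1 isoform.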
CXXC DNA block – qHTS Fluorescence Polarization Assay for Inhibitors of MLL CXXC domain - DNA interaction; MLL-CXXC / FITC-HOXA9 DNA fluorescence polarization; 290,000 compounds, 0.037% hits; AID 2662, 2010; Potency, µM (titrated, usually from 115 µM), for inactives: at the highest dose activity change, negative = inhibition, usual class: inhibitors; active means well fitted inhibition curve with a large enough effect in the polarisation, with a control signal flat, not every such curve was filed as active; inconclusive means small, poorly fitted or top-dose-only effect, or effect the other way, or a change in a side signal; inactive means no such curve, though single readings can be large or run the other way; the % refers to the polarisation; further: potency means the concentration at half of the fitted maximal effect
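Purified MLL-CXXC (added from a 7 uM solution) was preincubated 5 min at ambient with pinned compounds in 50 mM Tris-HCl pH 7.5, 50 mM NaCl, 1 mM DTT, 0.05% BSA. Fluorescein-labeled HOX-A9 DNA (50 nM solution) followed, 30 min, then polarization read.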
* hit, by the source's call; ? = inconclusive; · = no result given; & = joins results of further samples; [ ] = remark or other dose. Unless noted, the call rests on the fitted dose curve; in most records, active means well fitted curve in the direction sought with a large enough effect; inconclusive means small, poorly fitted or top-dose-only effect, or another doubt; inactive means no such curve, though single readings can be large; an effect the other way counts as inactive or inconclusive.

SMILES	B2AR arrestin	Giardia killer	hERG WT inh	PKM2 activator	Coupling enz	USP2a block	Menin-MLL TR inh	TRPV1 ag	GALK inhibitor	KCNH2 3.1 block	CXXC DNA block
COc1cccc(NC(=O)Cn2nnc(C(=O)NCc3ccc4c(c3)OCO4)c2N)c1	0.1%	-3	-7	·	·	5%	·	7	-5%	-19	23%
COn1c(C)c(C)c2c3nonc3ccc21	-0.3%	0	-1	-3%	-39*	-1%	·	-3	3%	7	5%
Nc1c(C(=O)NCc2ccccc2)c2nc3ccccc3nc2n1CCCN1CCOCC1	-1.0%	-8	-1	7%	-20	2%	6%	23	·	-3	-6%
COc1ccc(CNC(=O)c2sc(=S)n(-c3ccc(OC)cc3)c2N)cc1	0.0%	-4	-9	-3%	-10	-1%	·	1	-2%	-1	27%
NC(=O)c1ccc(N2CCN(S(=O)(=O)c3ccccc3)CC2)c([N+](=O)[O-])c1	-1.0%	-2	23	-1%	5	1%	10%	6	8%	-22	-9%
CC(=O)NC1=C(Nc2ccc(N(C)C)cc2)C(=O)c2ccccc2C1=O	-0.1%	-1	9	-21%	-29	3%	?	-1	15%	-4	32%[activator]
Nc1nc(NCC2CCCO2)nc(Nc2ccc(Cl)cc2)c1[N+](=O)[O-] (stereo not given)	-0.3%	-3	11	1%	0	-1%	·	4	·	3	8%
CCOCCCNC(=O)c1ccc(CS(=O)(=O)Cc2ccc(C)cc2)o1	-0.7%	-3	-15	-1%	3	1%	15%	2	-2%	-2	-5%
O=C(COc1ccc(-c2nnco2)cc1)NC1CCCc2ccccc21 (stereo not given)	0.0%	8	0	-2%	1	-1%	-13%	-1	0%	0	-6%
CC(C)(C)C(=O)Oc1cc(N)n(S(=O)(=O)c2ccc(F)cc2)n1	-1.0%	3	-1	-5%	3	0%	-7%	2	1%	7	20%
O=C(Nc1ccc([N+](=O)[O-])cc1)c1cn(-c2ccccc2)nc1-c1cc2ccccc2o1	-0.7%	3	-7	-1%	2	0%	-7%	3	0%	3	3%
CCOc1ccc(NC(=O)C2CCN(S(=O)(=O)c3cccs3)CC2)cc1	-1.2%	0	0	-5%	-1	0%	59%[activator]	-3	1%	-6	?
CCOC(=O)Cn1nc(C)n(-c2ccccc2)c1=O	-0.3%	-9	13	-12%	4	2%	1%	2	2%	-20	-5%
CC1CC(C)(C)NC(=S)N1CCCC(=O)Nc1ccc2c(c1)OCCO2 (stereo not given)	0.5%	-13	4	-2%	3	1%	-12%	-1	0%	-3	-5%
NC(=O)c1ccccc1N1CCCCC1	-0.9%	7	3	11%	1	2%	·	4	1%	-9	-8%
CCc1nnc(NC(=O)c2ccc(OC)cc2OC)s1	0.3%	-11	5	-18%	-2	4%	?	-1	0%	-6	8%
O=C(NCc1cccs1)C1CCN(C(=O)NCc2ccccc2)CC1	-0.2%	-5	5	2%	-1	-1%	28%	-2	-2%	0	-3%
CCCCCCCC#Cc1ccccc1/C=N/S(=O)c1ccc(C)cc1 (stereo not given)	-2.5%	9	-25	14%	5&1	4%	-5%[11.7 µM]	2	·	-2	12%
NNC(=O)c1csc(CS(=O)(=O)c2ccc(Cl)cc2)n1	-0.5%	2	16	5%	4	1%	·	11	·	-35	-6%
Cc1cc(C)nc(SCCS(=O)(=O)Cc2ccccc2)n1	-0.5%	-1	5	1%	0	1%	4%	2	-2%	4	8%

3 entries drawn at random from those above, as already listed:
SMILES	B2AR arrestin	Giardia killer	hERG WT inh	PKM2 activator	Coupling enz	USP2a block	Menin-MLL TR inh	TRPV1 ag	GALK inhibitor	KCNH2 3.1 block	CXXC DNA block
CCOc1ccc(NC(=O)C2CCN(S(=O)(=O)c3cccs3)CC2)cc1	-1.2%	0	0	-5%	-1	0%	59%[activator]	-3	1%	-6	?
CC1CC(C)(C)NC(=S)N1CCCC(=O)Nc1ccc2c(c1)OCCO2 (stereo not given)	0.5%	-13	4	-2%	3	1%	-12%	-1	0%	-3	-5%
O=C(Nc1ccc([N+](=O)[O-])cc1)c1cn(-c2ccccc2)nc1-c1cc2ccccc2o1	-0.7%	3	-7	-1%	2	0%	-7%	3	0%	3	3%

The results go on:
SMILES	B2AR arrestin	Giardia killer	hERG WT inh	PKM2 activator	Coupling enz	USP2a block	Menin-MLL TR inh	TRPV1 ag	GALK inhibitor	KCNH2 3.1 block	CXXC DNA block
O=C(NCCO)c1cc2ccccc2c(=O)s1	0.7%	5	-5	-6%	1	2%	2%	6	-1%	-7	-1%
N#Cc1ccccc1COC(=O)c1ccc2c(c1)OCO2	0.1%	-13	1	·	·	-2%	·	16	·	1	·
CN1C(=O)CSC1=Nc1ccc(Br)cc1	-0.1%	?	-9	-5%	3	-2%	2%	1	-5%	-1	-1%
O=C(NCCc1ccccc1)C(=O)NN=C1CCCC1	-0.2%	-3	16	1%	0	1%	?	-1	-2%	-1	8%
CN1CCCC(OC(=O)c2ccc(C#N)cc2)C1 (stereo not given)	0.2%	-1	1	·	1	-1%	22%	-3	·	-8	1%
O=C(CN1C(=O)NC2(CCCC2)C1=O)N1CCN(S(=O)(=O)c2cccc(C(F)(F)F)c2)CC1	-0.6%	2	-2	·	·	0%	·	-1	·	-15	·
O=C(Nc1ccccc1)Nc1n[nH]c2nnc(-c3ccccc3)c(-c3ccccc3)c12	0.2%	?	-9	-1%	-3	1%	-13%	0	·	0	-1%
CCOc1ccc(C(=O)NCCN(C)C)cc1	-0.7%	8	26	-3%	-1	1%	4%	-1	-1%	10	4%
COc1ccc(C(=O)NNC(=O)CCc2nc3ccccc3c(=O)[nH]2)cc1	-0.2%	13	-2	·	·	-1%	·	·	·	-1	·
Cn1c(=O)[nH]c(=O)c2c1nc(SCCN1CCOCC1)n2CCCc1ccccc1	0.6%	2	9	2%	1	0%	-12%	2	2%	-22	-11%
CN(C(=O)COC(=O)C1CCN(S(=O)(=O)c2ccc3c(c2)OCCO3)CC1)C1CCCCC1	-0.1%	-2	-4	·	·	1%	·	-1	·	9	·
CCOC(=O)CSc1nc2ccccc2c(=O)n1C	-0.5%	-6	-3	-6%	4	-5%	5%	0	0%	4	0%
COc1ccc(C2CC(c3ccccc3)=NN2C(=O)CSc2nccc(=O)[nH]2)cc1 (stereo not given)	-0.5%	7	8	28%	8	-3%	3%	-1	-2%	-13	0%
CCc1ccc(C(=O)NC(C(=O)O)C(C)C)cc1 (stereo not given)	0.6%	-10	10	1%	4	3%	8%	-3	-3%	-4	-1%
COc1cc(NC(=O)CNc2cccc(S(=O)(=O)N3CCOCC3)c2)cc(OC)c1	-0.5%	11	-6	·	·	-1%	·	4	·	-2	·
CCOC(=O)N1CCN(CC(O)COc2cc(C)ccc2C(C)C)CC1 (stereo not given)	-0.4%	?	3	-8%	-5	1%	-7%	0	-2%	0	3%
CC(=O)N(CCN(C)C)c1nc2cc3c(cc2s1)OCCO3	0.8%	17	-1	·	·	3%	·	-1	1%	35	10%
CC(C)OC(=O)CN1C(=O)c2ccccc2C1=O	-0.2%	3	7	1%	-2	1%	-1%	0	0%	6	0%
CCC1Nc2ncnc(N3CCN(c4ccccc4)CC3)c2N(Cc2ccc(Cl)cc2)C1=O (stereo not given)	-0.1%	-20	-4	·	·	-1%	·	29	·	?	·
O=C(CSc1nc2ccccc2c(=O)n1-c1ccccc1)N1CCC1	0.4%	18	-12	-2%	0	2%	-15%	4	1%	7	0%

This is a subset; rates above refer to the full screens.
